Screening results deposited in PubChem by The Scripps Research Institute Molecular Screening Center.
MITF inh = inhibitors of human MITF | AlphaScreen MITF homodimerization, bead proximity signal | inhibition, % at 2.6 µM | hit rate 0.91% among 650,000 | AID 1259374; in the data active = inhibition above about 50%;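 note: 0% = vehicle wells with protein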
FBW7 activator = activators of human E3 ligase FBW7 | Q969H0 | AlphaScreen FBW7–phospho-cyclin E peptide binding, activator screen | normalized activity (activation), % at 26.1 µM | hit rate 0.13% among 650,000; in the data active = normalized activity above about 1.9%;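 note: purified mutant Fbw7 with reduced substrate affinity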
Target sequence (Q969H0 whole entry, looked up): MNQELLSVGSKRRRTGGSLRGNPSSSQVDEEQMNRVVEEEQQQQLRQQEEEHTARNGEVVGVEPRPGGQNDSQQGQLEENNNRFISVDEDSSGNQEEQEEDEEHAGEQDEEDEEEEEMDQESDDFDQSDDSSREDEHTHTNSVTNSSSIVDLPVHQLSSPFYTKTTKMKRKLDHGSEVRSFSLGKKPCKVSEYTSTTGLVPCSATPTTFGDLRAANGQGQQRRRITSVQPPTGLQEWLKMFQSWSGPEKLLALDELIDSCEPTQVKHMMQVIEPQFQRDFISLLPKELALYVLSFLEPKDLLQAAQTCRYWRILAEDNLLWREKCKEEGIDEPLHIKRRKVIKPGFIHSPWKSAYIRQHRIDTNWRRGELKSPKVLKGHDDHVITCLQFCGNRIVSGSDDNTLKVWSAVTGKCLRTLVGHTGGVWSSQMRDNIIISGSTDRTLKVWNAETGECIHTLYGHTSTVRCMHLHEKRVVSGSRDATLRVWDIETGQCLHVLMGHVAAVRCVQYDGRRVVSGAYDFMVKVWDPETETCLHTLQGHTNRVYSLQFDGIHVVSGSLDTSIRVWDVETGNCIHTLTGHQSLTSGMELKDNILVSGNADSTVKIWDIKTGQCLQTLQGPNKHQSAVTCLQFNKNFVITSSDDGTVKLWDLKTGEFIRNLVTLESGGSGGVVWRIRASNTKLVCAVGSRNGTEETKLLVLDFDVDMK
TEAD-YAP block = TEAD-YAP interaction inhibition; hit rate 1.4% among 640,000; AID 1259422; HEK-TIYL cells, TEAD-Gal4/YAP UAS-luciferase luminescence; inhibition, % at 9.12 µM; in the data active = inhibition above about 32%;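 note: 0% = median of test compound wells and 100% = reference inhibitor wells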
GPR151 ag = human GPR151 activation | PathHunter beta-arrestin GPR151 cells, luminescence | activation, % at 11.2 µM | hit rate 1% among 650,000; in the data active = activation above about 4.9%;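 note: 0% = median of compound wells and 100% = cells with positive control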
Target sequence (Q8TDV0 whole entry, looked up): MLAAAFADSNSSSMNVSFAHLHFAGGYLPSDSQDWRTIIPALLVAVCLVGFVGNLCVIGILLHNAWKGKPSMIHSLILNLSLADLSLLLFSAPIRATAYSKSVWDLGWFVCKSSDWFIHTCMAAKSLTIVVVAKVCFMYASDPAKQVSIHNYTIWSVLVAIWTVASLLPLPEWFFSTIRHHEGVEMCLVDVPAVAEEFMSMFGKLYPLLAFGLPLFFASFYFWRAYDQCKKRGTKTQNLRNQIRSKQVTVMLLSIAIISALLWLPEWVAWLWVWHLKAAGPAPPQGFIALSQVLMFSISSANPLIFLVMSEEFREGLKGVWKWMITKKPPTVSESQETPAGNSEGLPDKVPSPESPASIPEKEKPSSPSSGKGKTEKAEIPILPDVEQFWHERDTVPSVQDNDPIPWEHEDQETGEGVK
An asterisk follows results filed as active.

The line under a structure holds: MITF inh, FBW7 activator, TEAD-YAP block, GPR151 ag
COc1ccc(NC(=S)N2CCN(c3ncccn3)CC2)cc1
  -2, 0.1, -2, 0.6
O=C(CN1C(=O)C2C3CC(C(Br)C3Br)C2C1=O)N1CCCCC1 (centres undefined)
  6, 0.5, -7, 1.6
CNc1nc(Nc2cccc(OC)c2)c2cnn(C)c2n1
  -12, 0.2, 0, -1.3
O=C(CNS(=O)(=O)c1ccccc1)N1CCCCC1
  15, 0.3, -20, -1.5
COc1cc(OC)c(NC(=O)NCCCN2CCC(N3CCCCC3)CC2)cc1Cl
  -13, -0.3, 1, -0.4
O=C(COC(=O)c1ccc[n+]([O-])c1)Nc1ccc(Cl)cc1[N+](=O)[O-]
  3, 0.0, -5, 0.0
COc1ccc(C2=NN(S(C)(=O)=O)C(c3ccc(F)cc3)C2)cc1OC (centres undefined)
  5, 0.1, -48, -0.1
CN(C)CCNC(=O)c1cc2c(Cl)nc3ccccc3c2s1
  18, 0.3, 55*, -2.4
Cc1cc(C)cc(NC(=O)c2c(N)sc3c2CCCC3)c1
  7, 0.2, -1, 1.4
Oc1ccc2oc3c(c2c1/C=N/n1cnnc1)CCCC3
  -1, 0.1, 5, 0.5
CCOC(=O)C1=C(O)/C(=C/c2ccc(OC)cc2)SC1=Nc1ccc(Cl)c(Cl)c1
  12, 0.1, 3, -0.6
Cc1ccccc1N=c1scc(-c2ccc3c(c2)NC(=O)CO3)n1Cc1ccco1
  0, -0.1, 48*, 0.1
Cc1ccc(/C=C2\N=C(c3ccc(Cl)cc3Cl)OC2=O)cc1
  -3, -0.1, -6, -1.6
CCCCCC(=O)Nc1ncc2c(n1)CC(c1ccc(Cl)cc1)CC2=O (centres undefined)
  0, 0.2, -7, -0.3
COCCN(CCOC)S(=O)(=O)c1ccc(C(=O)Nc2nc(-c3ccc(OC)cc3)cs2)cc1
  -7, -0.1, 1, -1.2
CCOC(=O)C1=C(C)N=c2s/c(=C\c3ccc(N(C)C)o3)c(=O)n2C1c1cccs1 (centres undefined)
  -2, 0.0, 2, 3.8
O=C(Nc1ccccc1C(=O)NCc1cccnc1)c1ccc(Cl)cc1
  10, 0.0, -5, -0.2
Nc1cccc(-c2nccc(NCCOc3ccccc3)n2)c1
  -5, 0.3, -43, -0.4
O=C(CNS(=O)(=O)c1ccc(F)c(F)c1F)NCc1ccc2c(c1)OCO2
  4, -0.1, -2, -0.2
COc1cc(C2C(C#N)=C(N)Oc3n[nH]c(-c4cc(OC)c(OC)c(OC)c4)c32)ccc1OC(=O)N1CCOCC1 (centres undefined)
  10, 0.1, 12, 3.7

In a second layout: entries from further up.
> O=C(COC(=O)c1ccc[n+]([O-])c1)Nc1ccc(Cl)cc1[N+](=O)[O-]
  MITF inh: 3; FBW7 activator: 0.0; TEAD-YAP block: -5; GPR151 ag: 0.0
> COc1ccc(C2=NN(S(C)(=O)=O)C(c3ccc(F)cc3)C2)cc1OC (centres undefined)
  MITF inh: 5; FBW7 activator: 0.1; TEAD-YAP block: -48; GPR151 ag: -0.1

(cont.)
The line under a structure holds: MITF inh, FBW7 activator, TEAD-YAP block, GPR151 ag
Cn1cccc1Cc1nnc(SCC(=O)NCC2CCCO2)n1Cc1ccccc1 (centres undefined)
  14, 0.2, -2, -1.2
CC(=O)C(C)n1c(CN2CCN(c3ccccc3)CC2)nc2c1c(=O)n(C)c(=O)n2C (centres undefined)
  -1, -0.2, 3, -0.3
COc1ccc(Cl)cc1NC(=S)N(CCN1CCCCC1)Cc1ccco1
  9, -0.2, 3, 0.0
Cc1nn(C)c(C)c1CN(C)C(=O)C1c2ccccc2Oc2ccccc21
  2, 0.2, -2, -0.8
N#Cc1c(C(F)(F)F)cc(-c2cccs2)[nH]c1=O
  6, -0.1, 6, -0.5
C=CCN(c1ccccc1)S(=O)(=O)c1ccc(F)c(C(=O)NCC(OC)OC)c1
  8, 0.1, 3, 0.6
CN(c1ccc(C(=O)Nc2ccc(F)c(Cl)c2)cc1)S(C)(=O)=O
  -14, -0.2, 6, -8.1
Cc1ccc(-c2nc3n(c2CNC(=O)c2cccc4ccccc24)CCS3)cc1
  -8, 0.1, 0, -1.3
COc1ccc(-c2nccc(Nc3ccccc3)n2)cc1
  -8, -0.1, -62, 4.2
COc1cc(C(=O)N2CCN(c3ccccc3OC)CC2)c([N+](=O)[O-])cc1OC
  -2, -0.2, -4, 1.4
Clc1cccc(N2CCN(c3cc(Cl)nnc3Cl)CC2)c1
  -7, -0.1, 0, 0.1
COc1cc(C2NC(=O)NC(C)=C2C(=O)OCC(C)C)ccc1OCc1ccccc1 (centres undefined)
  6, 0.0, -11, -1.0
N#CC(NC(=O)c1ccc(Cl)cc1)=C(Cl)Cl
  32, 0.7, 37*, -0.7
Cc1ccc(C2=CC(c3ccccc3F)n3nnnc3N2)cc1C (centres undefined)
  15, 0.5, -9, -2.3
O=S(=O)(Cc1ccc(F)cc1)NCC1(c2cccs2)CC1
  10, 0.1, 1, 0.4
Cc1cc(=O)[nH]c(N/N=C/c2ccc(OC(F)F)cc2)n1
  11, 0.0, 8, 0.5
COc1ccc(C(=O)CCc2ccccc2)cc1
  10, 0.2, -21, 1.4
CCN(CC)S(=O)(=O)c1ccc(C(=O)Nc2nc(-c3cc(C)ccc3C)cs2)cc1
  13, 0.1, 9, 0.1
C=CCSc1nc(O)c(CC)c(=O)[nH]1
  0, 0.6, 1, -0.8
COc1ccc2nc(Nc3nc4c(OC)cccc4s3)sc2c1
  -5, 0.3, -23, -0.4

More structures:
The line under a structure holds: MITF inh, FBW7 activator, TEAD-YAP block, GPR151 ag
CCCNC(=O)c1ccc2nc(Nc3cnccn3)sc2c1
  -14, -0.1, -6, 1.9
O=C(CN1C(=O)CCSc2ccccc21)NCc1ccccc1Cl
  -14, 0.1, -6, 0.7
CC1=NN(c2ccc(S(N)(=O)=O)cc2)C(=O)/C1=C\c1ccc(C)s1
  13, -0.2, -9, 0.1
COc1ccc(S(=O)(=O)N2CCCOC2CNC(=O)C(=O)NCCCO)cc1C (centres undefined)
  -10, -0.1, -12, 0.2
COC(=O)C12CC3CC(CC(NC(=O)c4snnc4C)(C3)C1)C2
  0, 0.0, 5, 0.7
Cc1c(C(=O)NCc2ccc(Cl)cc2)sc2ncnc(N3CCOCC3)c12
  16, 0.4, 6, -0.4
COc1ccc(/C=C2\N=C(c3ccc4c(c3)OCO4)OC2=O)cc1
  16, 0.0, 6, -0.2
CC1(C)C2([N+](=O)[O-])CN3CC1([N+](=O)[O-])CN(C2)C3c1ccc([N+](=O)[O-])cc1 (centres undefined)
  12, 0.2, -2, 0.3
Cc1ccccc1CS(=O)(=O)CC1Nc2cc(C(=O)O)ccc2NC1=O (centres undefined)
  -4, -0.1, -10, -1.0
Cc1[nH]c2ccccc2c1SCCNC(=O)c1ccccc1
  -4, 0.4, -6, 1.2
Cn1cccc1CN1CCN(C(=O)c2cccc(Cl)c2)CC1
  40, -0.3, 2, -1.7
O=C(OCn1nnc2ccccc2c1=O)c1ccncc1
  -4, -0.1, 3, 1.5
Cc1ccc(S(=O)(=O)NC(=O)c2cccc(C)c2)cc1
  14, 0.1, 4, 1.2
O=C(O)c1ccc(N=c2oc3cc(O)ccc3cc2C(=O)Nc2ccccc2)cc1
  8, 0.1, -8, -8.3
OC(COc1ccccc1Br)CN1CCCC1 (centres undefined)
  22, 0.3, 9, -1.7
Cc1ccc(CN(C)Cc2ccccc2)o1
  29, -0.1, 1, 0.4
COc1ccccc1Cn1ccn(CC(=O)Nc2ccc(C)cc2C)c(=O)c1=O
  6, -0.3, 0, 3.8
O=C(CN1C(=O)NC2(CCCCC2)C1=O)c1ccc2c(c1)OCCO2
  12, 0.0, -67, -0.3
O=C(OCc1csc(-c2ccccc2)n1)c1ccc2c(c1)OCO2
  1, 0.0, -9, 1.2
CCOC(=O)COc1c(Br)cc(/C=C(\C#N)c2nn(CCO)c(N)c2C#N)cc1OCC
  11, 0.2, 3, -1.0

(continued)
The line under a structure holds: MITF inh, FBW7 activator, TEAD-YAP block, GPR151 ag
O=C(Nc1cc(Sc2ccc(F)cc2)cc([N+](=O)[O-])c1)C1CCCN1C(=O)OCc1ccccc1 (centres undefined)
  16, 0.2, -10, 2.0
Fc1ccc(-c2cn3cc(Br)ccc3n2)cc1F
  8, -0.1, -14, -4.2
O=C(Cc1cccc2ccccc12)N/N=C/c1cc([N+](=O)[O-])ccc1O
  -5, -0.3, 6, -0.1
O=C(CCc1ccccc1)NC1(C(F)(F)F)NC(=O)N(c2ccc(F)cc2)C1=O (centres undefined)
  1, 0.5, -7, -0.1
Cc1nc(-c2cncc(-c3ccc(F)cc3)c2)cc(=O)[nH]1
  11, 0.6, 6, 1.0
COC(=O)c1c(NC(=O)c2cccc(C)c2)sc2c1CCCC2
  3, -0.1, 0, -0.2
CC1(C)CC(=O)C=C(NC2CCN(Cc3ccccc3)CC2)C1
  -6, -0.1, 1, -0.7
COc1ccc(C(=O)/C=C(\Nc2ccc(Cl)cc2)C(=O)O)cc1
  13, 0.1, 0, -0.2
CC(C)Oc1ccc(Br)cc1C(=O)N/N=C/c1ccc(O)cc1
  -3, -0.1, 3, 0.2
N=C1N(c2ccc(Cl)c(Cl)c2)C(=O)NC12CCCC2
  4, 0.2, -18, 0.3
CCn1c(=O)/c(=C2/Sc3ccc(Cl)cc3N2C)s/c1=C1/C(=O)N(C)N=C1C
  -1, 0.5, -20, 0.7
CC1=C(C(=O)OC2CCCC2)C(c2ccccc2[N+](=O)[O-])C2=C(CC(C)(C)CC2=O)N1 (centres undefined)
  23, 0.0, -3, -0.3
COc1ccc(NC(=O)c2cccc([N+](=O)[O-])c2)cc1
  9, 0.1, -15, -4.9
COCCNC(=O)c1ccc(-c2cccc(O)c2)nc1NCC1CC1
  -3, 0.0, 4, -0.6
CS(=O)(=O)CCC(C(=O)N1CCCCCC1)N1Cc2ccccc2C1=O (centres undefined)
  1, -0.1, 2, -2.1
CCN(CC)CCn1c(=S)[nH]c2ccc(F)cc2c1=O
  -1, 0.3, 8, 2.7
CC(C)(C)CN1CCC(Oc2cccc(C(=O)NCCc3cnccn3)c2)CC1
  2, 0.0, 2, 0.8
CCOCCn1cnc2sc(C(=O)N3CCN(c4ccc(F)cc4)CC3)c(C)c2c1=O
  8, -0.1, 3, -0.3
Cc1scc(CN2CCN(C(=O)c3ccco3)CC2)c1C
  2, 0.4, -9, -0.4
Cc1cc2ncn(C(=O)Cn3cnc4c3c(=O)n(C)c(=O)n4C)c2cc1C
  9, -0.1, 6, -1.5

Three entries picked at random from those above:
The line under a structure holds: MITF inh, FBW7 activator, TEAD-YAP block, GPR151 ag
O=C(Nc1cc(Sc2ccc(F)cc2)cc([N+](=O)[O-])c1)C1CCCN1C(=O)OCc1ccccc1 (centres undefined)
  16, 0.2, -10, 2.0
COC(=O)c1c(NC(=O)c2cccc(C)c2)sc2c1CCCC2
  3, -0.1, 0, -0.2
O=C(CCc1ccccc1)NC1(C(F)(F)F)NC(=O)N(c2ccc(F)cc2)C1=O (centres undefined)
  1, 0.5, -7, -0.1

Next part.
The line under a structure holds: MITF inh, FBW7 activator, TEAD-YAP block, GPR151 ag
CC(C(=O)Nc1cccc(Br)c1)N1c2cccc3cccc(c23)S1(=O)=O (centres undefined)
  -3, 0.1, -7, 0.7
Cc1nc(C)c(-c2ccc(SCC(=O)c3ccc([N+](=O)[O-])cc3)nn2)s1
  -2, -0.5, -1, -0.4
COCCCNc1nc2c(S(=O)(=O)c3ccc(C)c(C)c3)nnn2c2ccccc12
  1, -0.2, -1, -0.2
CCOC(=O)C1(CC2CC2)CCN(C(=O)c2cn[nH]c2)CC1
  10, -0.1, -1, 0.8
Cc1cc(C(=O)Nc2sc3c(c2C#N)CCC3)ccc1[N+](=O)[O-]
  9, -0.1, -7, 2.0
c1ccc(-c2nc3cnccn3c2NCc2ccc3c(c2)OCO3)cc1
  -2, 0.0, -2, 1.4
C=CCNC(=O)COc1ccc(C)cc1C
  -5, -0.1, -13, -0.3
CC1(C)CNc2cc([N+](=O)[O-])ccc2S1
  5, 0.1, -24, -1.0
CCCCC1CCC(C(=O)Nn2c(-c3cccc([N+](=O)[O-])c3)nc3ccccc3c2=O)CC1 (centres undefined)
  -9, -0.1, -3, 0.9
O=C(NCCNC(=O)c1cc(F)cc(F)c1)c1cc(F)cc(F)c1
  -11, -0.1, 0, 1.6
Nc1ccc(C(=O)N2N=C(C(F)(F)F)CC2(O)c2ccncc2)cc1 (centres undefined)
  -3, -0.1, -18, 0.5
COc1ccc(-c2nc3ccc(C(=O)NCCN4CCOCC4)cc3nc2-c2ccc(OC)c(OC)c2)cc1OC
  -2, -0.2, -8, -0.8
CCOc1cc(C#N)ccc1OCC(=O)Nc1ccc(C)cc1C
  9, 0.8, 16, -0.6
Cc1c(C(=O)N2CCN(C)CC2)sc2ncn(CC(=O)N3CCCCC3)c(=O)c12
  7, 0.0, -5, 1.1
Cc1ccc(NC(=O)CSc2nnc(-c3cccnc3)s2)cc1
  8, 0.0, -3, 1.9
Cc1ccc([N+](=O)[O-])cc1S(=O)(=O)N1CCc2ccccc2C1
  9, -0.3, 15, 2.3

Just MITF inh and GPR151 ag, for 6 of the compounds above:
| SMILES | MITF inh | GPR151 ag |
| --- | --- | --- |
| Cc1nc(C)c(-c2ccc(SCC(=O)c3ccc([N+](=O)[O-])cc3)nn2)s1 | -2 | -0.4 |
| CCOc1cc(C#N)ccc1OCC(=O)Nc1ccc(C)cc1C | 9 | -0.6 |
| Cc1ccc(NC(=O)CSc2nnc(-c3cccnc3)s2)cc1 | 8 | 1.9 |
| O=C(NCCNC(=O)c1cc(F)cc(F)c1)c1cc(F)cc(F)c1 | -11 | 1.6 |
| CCOC(=O)C1(CC2CC2)CCN(C(=O)c2cn[nH]c2)CC1 | 10 | 0.8 |
| Cc1c(C(=O)N2CCN(C)CC2)sc2ncn(CC(=O)N3CCCCC3)c(=O)c12 | 7 | 1.1 |
